Source: PubChem BioAssay
HT1080 IDH1KD tx – kills HT-1080 cells with IDH1 knockdown; HT-1080 IDH1 knockdown viability, ATP luminescence, 48 h; Potency, µM (top dose mostly 46.1 µM), for inactives: at the highest dose activity, negative = toxicity, actives largely listed as cytotoxic; hit rate 2% among 360,000;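 further: potency means the concentration at half of the fitted maximal effect; 0% = DMSO wells and -100% = cell-free medium wells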
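In this qHTS, HT-1080 cells depleted of IDH1 are exposed for 48 h at 37 °C to compound titrations. Toxicity is scored from CellTiter-Glo luminescence, with DMSO as full viability and medium alone as none.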
MCF10A rereplic – induces DNA re-replication in MCF 10a normal breast cells. hit rate 2.9% among 350,000. Potency, µM (titrated, usually from 46.1 µM), for inactives: top-dose activity, positive = re-replication, actives largely listed as activators. AID 624296. MCF 10A DNA re-replication, Hoechst nuclear intensity, 48 h; further: potency means the concentration at half of the fitted maximal effect; % of control where 0% means no effect; nearly all actives have a fitted effect of over 50% in size
HT1080-NT tox – kills 2HG-producing HT-1080-NT fibrosarcoma cells; Potency, µM (series often up to 46.1 µM), for inactives: at the highest dose activity, negative = less viability, most hits filed as cytotoxic; hit rate 1.6% among 360,000; HT-1080-NT fibrosarcoma viability, CellTiter-Glo ATP luminescence, 48 h; AID 686970;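 further: NT is the 2HG producing partner of a matched IDH1 knockdown line; potency means the concentration at half of the fitted maximal effect; 0% = DMSO-treated cells and -100% = media-only wells without cells; nearly all actives have a fitted effect of over 55% in size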
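Compounds were tested in concentration-response format on HT-1080-NT cells for 48 hours at 37 degrees C. Cell viability came from CellTiter-Glo luminescence; curves were classified by r2, response magnitude and activity.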
KB-3-1 tox – kills parental KB-3-1 adenocarcinoma cells | KB-3-1 viability, CellTiter-Glo ATP luminescence, 72 h | Potency, µM (highest dose often 46.1 µM), without a hit: top-dose activity change, negative = cytotoxic, actives largely listed as cytotoxic | hit rate 1.4% among 400,000 | AID 1347075; further: potency means the concentration at half of the fitted maximal effect; on the % scale 0 is the no-effect control and ±100 the full control effect; nearly all actives have a fitted effect of over 60% in size
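KB-3-1 parental drug-naive adenocarcinoma cells in DMEM/10% FBS, incubated 72 h at 37 C with pin-transferred compounds across a concentration series. Viability by CellTiter-Glo luminescence; concentration-response curves fitted after normalization.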
SW480 rereplic – DNA re-replication induction in SW480 cells; SW480 DNA re-replication, Hoechst DNA content imaging, 48 h; Potency, µM (doses to about 46.1 µM), inactives show at the top dose re-replication activation, usual class: activators; hit rate 1.8% among 340,000; AID 624297; further: potency means the concentration at half of the fitted maximal effect; % of control where 0% means no effect; nearly all actives have a fitted effect of over 55% in size
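DNA re-replication was detected as more nuclei of elevated Hoechst intensity after 48 hr exposure to compound (23 nL pinned per well of 250 cells).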
IL1B secr inh – inhibitors of inflammasome signaling (IL-1 beta secretion); THP-1 LPS/ATP IL-1B secretion, AlphaLISA, 16 h; stronger effect = lower value; activity change, % at 57.5 µM; AID 743279; hit rate 4.7% among 360,000; in the data active means activity change below about -50%; inconclusive means mostly about -30% to -49%; further: on the % scale 0 is the no-effect control and ±100 the full control effect
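THP-1 cells pretreated 1 hr with compounds (up to 57.5 uM final), then stimulated with LPS (250 ng/mL final) plus ATP (1.25 mM final); secreted IL-1B measured by AlphaLISA after 16 hr, decreased signal indicating inhibition.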
ATXN2 expr inh – inhibitors of ATXN2 expression; Potency, µM (series often up to 57 µM), inactives show at the top dose activity change, negative = inhibition, hits mostly inhibitors; AID 1745845; hit rate 0.72% among 360,000; HEK-293 ATXN2-luciferase reporter, luminescence, 24 h; further: potency means the concentration at half of the fitted maximal effect; on the % scale 0 is the no-effect control and ±100 the full control effect; nearly all actives have a fitted effect of over 55% in size
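ATXN2-luciferase reporter cells (luciferase flanked by upstream and downstream ATXN2 gene portions) were treated 24 h at 37 °C with compounds at up to 57 uM. SteadyGlo luminescence gave expression; GF-AFC fluorescence gave viability.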
KB-V1 cytotox – KB-V1 MDR subline cytotoxicity | Potency, µM (highest dose often 46.1 µM), for the others: top-dose activity change, negative = cytotoxicity, hits mostly cytotoxic | KB-V1 MDR cells viability, CellTiter-Glo, 72 h | hit rate 3.4% among 400,000; further: potency means the concentration at half of the fitted maximal effect; on the % scale 0 is the no-effect control and ±100 the full control effect; nearly all actives have a fitted effect of over 60% in size
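Cells of the MDR subline KB-V1 are plated, dosed with compound at multiple concentrations, and incubated 72 h at 37 degrees C; CellTiter-Glo is then added and luminescence read after 10 min.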
WRN inhibitor – inhibitors of human WRN helicase; Potency, µM (series often up to 114 µM), for the others: at the highest dose activity change, negative = inhibition, usual class: inhibitors; hit rate 0.46% among 360,000; WRN helicase unwinding, fluorescent forked duplex, kinetic; further: potency means the concentration at half of the fitted maximal effect; on the % scale 0 is the no-effect control and ±100 the full control effect; nearly all actives have a fitted effect of over 55% in size
Target sequence (Q14191 whole entry, looked up): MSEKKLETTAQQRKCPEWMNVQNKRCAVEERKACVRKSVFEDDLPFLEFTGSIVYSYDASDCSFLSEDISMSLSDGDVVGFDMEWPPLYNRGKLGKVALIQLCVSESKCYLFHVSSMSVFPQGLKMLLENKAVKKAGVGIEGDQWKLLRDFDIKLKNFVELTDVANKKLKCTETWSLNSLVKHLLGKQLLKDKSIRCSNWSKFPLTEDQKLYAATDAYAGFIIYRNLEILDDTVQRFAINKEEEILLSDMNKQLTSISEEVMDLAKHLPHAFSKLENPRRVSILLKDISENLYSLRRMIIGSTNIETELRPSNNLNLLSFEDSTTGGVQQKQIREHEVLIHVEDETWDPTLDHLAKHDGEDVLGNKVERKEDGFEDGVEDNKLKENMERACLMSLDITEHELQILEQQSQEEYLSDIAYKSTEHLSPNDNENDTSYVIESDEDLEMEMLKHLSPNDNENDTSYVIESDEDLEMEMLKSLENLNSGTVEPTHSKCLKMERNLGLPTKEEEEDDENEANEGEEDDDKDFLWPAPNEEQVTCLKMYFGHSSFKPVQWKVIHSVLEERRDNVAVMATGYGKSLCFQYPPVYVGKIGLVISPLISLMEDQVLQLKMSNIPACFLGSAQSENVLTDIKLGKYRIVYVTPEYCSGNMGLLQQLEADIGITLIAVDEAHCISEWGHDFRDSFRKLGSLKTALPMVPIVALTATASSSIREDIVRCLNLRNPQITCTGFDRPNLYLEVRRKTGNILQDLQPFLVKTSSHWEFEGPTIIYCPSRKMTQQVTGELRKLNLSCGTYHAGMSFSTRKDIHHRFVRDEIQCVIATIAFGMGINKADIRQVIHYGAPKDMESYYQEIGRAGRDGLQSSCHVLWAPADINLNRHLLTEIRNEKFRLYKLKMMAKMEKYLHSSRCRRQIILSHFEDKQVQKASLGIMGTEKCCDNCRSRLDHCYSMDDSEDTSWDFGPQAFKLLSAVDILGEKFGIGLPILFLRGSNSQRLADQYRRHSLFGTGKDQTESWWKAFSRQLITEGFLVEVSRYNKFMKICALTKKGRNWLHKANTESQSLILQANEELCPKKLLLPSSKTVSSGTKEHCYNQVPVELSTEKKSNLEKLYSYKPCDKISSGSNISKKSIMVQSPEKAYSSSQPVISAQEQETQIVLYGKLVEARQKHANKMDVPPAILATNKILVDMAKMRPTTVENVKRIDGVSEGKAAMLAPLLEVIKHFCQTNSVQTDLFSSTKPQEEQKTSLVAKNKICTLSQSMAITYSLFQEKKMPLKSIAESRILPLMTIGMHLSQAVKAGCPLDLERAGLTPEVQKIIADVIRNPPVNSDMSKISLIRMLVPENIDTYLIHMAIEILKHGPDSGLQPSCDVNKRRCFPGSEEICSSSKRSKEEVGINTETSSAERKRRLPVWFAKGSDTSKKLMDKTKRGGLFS
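Kinetic red-fluorescence monitoring (525/598 nm) tracks WRN helicase activity after 100 nM fluorophore-quencher forked duplex and 2 mM ATP are added to 20 nM enzyme pretreated 15 min at room temperature with compound.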
* marks the source's active call; other numbers are inactive results; u = inconclusive; x = not tested or not shown; & = joins results of further samples; ! = a repeat was not active; [ ] = remark or other dose. Unless noted, the call rests on the fitted dose curve; in most records, active means well fitted curve in the direction sought with a large enough effect; inconclusive means small, poorly fitted or top-dose-only effect, or another doubt; inactive means no such curve, though single readings can be large; an effect the other way counts as inactive or inconclusive.

Each structure is followed by: HT1080 IDH1KD tx	MCF10A rereplic	HT1080-NT tox	KB-3-1 tox	SW480 rereplic	IL1B secr inh	ATXN2 expr inh	KB-V1 cytotox	WRN inhibitor
Cc1cc(C)cc(COc2ccc3c(C)c(CC(=O)O)c(=O)oc3c2C)c1
    16.9%	15.2%	-2.1%	6.3%	-0.5%	18.1	-15.5%	u	-7.3%
CCC(=O)N1CCc2cc(S(=O)(=O)N(C)c3ccc(Br)cc3)ccc21
    -0.5%	-0.7%	4.3%	-4.8%	0.5%	-3.9	-11.3%	-1.3%	-9.7%
O=C1NC[C@H](Cc2ccccc2)N(CC2CCN(CCC34CC5CC(CC(C5)C3)C4)CC2)C1=O
    -5.1%	19.8%	-6.4%	-8.3%	1.9%	-72.7*	-11.8%	-5.0%	1.2%
Cc1cccc(C)c1NC(=O)CSc1nnc(-c2ccncc2)n1Cc1ccco1
    3.6%	-4.4%	-0.5%	-5.3%	3.1%	-10.7	-2.0%	-38.1%	-10.6%
C[C@H](CO)N1C[C@H](C)[C@@H](CN(C)Cc2ccc(O)cc2)OCc2cnnn2CCCC1=O
    1.5%	x	-2.0%	13.1%	x	11.9	3.4%	-2.5%	-3.1%
O=C(NCCS(=O)(=O)N1CCN(c2cccc(Cl)c2)CC1)C1CCCC1
    -0.3%	0.4%	-2.9%	1.5%	5.4%	-3.7	2.7%	u	14.9%
C[C@H]1CN([C@@H](C)CO)C(=O)c2cc(-c3cccc(F)c3)cnc2O[C@@H]1CN(C)S(C)(=O)=O
    7.0%	x	11.9%	-2.7%	x	7.0	7.5%	3.7%	-2.2%
COC(=O)c1ccc(NC(=O)c2ccccc2-c2ccccc2C(=O)O)cc1
    3.0%	7.5%	-9.0%	-19.7%	-45.0%[inhibitor]	11.1	x	9.1%	-4.5%
Cc1nc2cc(NC(=O)c3cccc(S(C)(=O)=O)c3)ccc2o1
    8.5%	0.7%	9.9%	22.3%	0.6%	3.0	14.8%	-7.8%	-1.1%
Cc1cc2nc(=O)c(/C=C3\C=Nc4ccccc43)c(N)n2o1
    6.5%	u	12.2%	-0.3%	-0.1%	u	x	18.7%	-9.2%
O=C(Nc1ccc(Oc2ccccc2)cc1)C1CCCN(c2ncccn2)C1 (stereo unspecified)
    4.3%	u	-0.1%	-24.7%	3.0%	-1.4	-6.2%	5.8µM*	-1.3%
CC(C)(C)[C@@H]1C=C(C(=O)NC2CC2)O[C@H](OCc2ccc(CO)cc2)C1
    0.5%	-1.9%	0.5%	-2.7%	-9.4%	12.7	-5.4%	-7.3%	5.5%
COc1cccc(N2CCN(Cc3nc4scc(-c5ccccc5)c4c(=O)[nH]3)CC2)c1
    11.6µM*	10.3µM*	13µM*	u	u	33.0	-16.0%	9.2µM*	-5.2%
Cc1cccc(C(=O)Nc2onc(C)c2C#N)c1
    7.3%	3.3%	1.9%	-0.5%	-3.2%	-17.6	-3.6%	-23.4%	-0.6%
O=C(O)c1cccnc1C(=O)O
    4.5%	1.5%	3.7%	0.0%	-11.5%	2.4	2.8%	-12.6%	-14.9%
Cc1ccc(Cl)cc1NC(=O)Cn1c(C)csc1=O
    -0.3%	13.3%	1.6%	2.3%	2.6%	-8.4	x	-4.5%	0.2%
C[C@@H](CN=[N+]=[N-])CN1CC[C@H](NC(=O)OCc2ccccc2)CCC1=O
    5.2%	2.5%	10.0%	-4.3%&0.1%	-33.9%[inhibitor]	19.8	1.6%	6.7%&-26.1%	7.3%
COc1ccc(S(=O)(=O)N2CCOCC2)c2ccccc12
    -2.5%	5.9%	3.6%	2.6%	-8.2%	-9.0	x	5.3%	1.0%
NCCC(=O)NC[C@H]1O[C@@H](n2cnc3c(N)ncnc32)[C@H](O)[C@@H]1O
    7.2%	0.0%	3.4%	11.0%	-31.0%	12.4	2.7%	3.5%	3.9%
COc1ccc(C2/C(=C(/O)c3ccccc3)C(=O)C(=O)N2CO)cc1 (stereo unspecified)
    21.8%	2.4%	16.5%	12.2%	-3.9%	-24.8	-0.4%	0.0%	-20.7%
COc1cc(Cl)c(C)cc1NC(=O)CSc1nnc(-c2ccco2)n1CC(C)C
    -16.7%	u	-4.4%	-21.6%	-6.1%	-8.3	-12.4%	4.11µM*	-18.3%
CCOc1cc(CN2CCCC(CO)(Cc3ccc(F)cc3F)C2)ccc1OC (stereo unspecified)
    2.9%	3.66µM*	-6.6%	u	13.3%	9.6	-2.6%	-29.1%	-6.3%
O=C1NCCN/C1=C\C(=O)c1ccc(F)cc1
    0.1%	-1.1%	6.3%	1.1%	-12.1%	-5.3	x	8.9%	0.3%
Cc1cc2cc(CCNC(=O)CC(C)(C)C)c(=O)[nH]c2cc1C
    1.0%	-3.7%	-0.4%	10.0%	-4.4%	-12.3	16.9%	-13.8%	3.7%
Cc1ccc2nc(Cl)cc(=O)n2c1
    19.8%	6.4%	13.0%	1.3%	-3.0%	-5.1	2.2%	-22.2%	0.8%
Cc1cccc(CN2CCN(C3CN(Cc4cn(Cc5cccc(C(F)(F)F)c5)nn4)S(=O)(=O)C3)CC2)c1 (stereo unspecified)
    -25.2%	x	-18.8%	u	x	-15.4	-32.2%	-4.3%	1.6%
CC(=O)c1cccc(NC(=O)CCc2nnc3ccc(NCc4ccc5c(c4)OCO5)nn23)c1
    7.8%	-1.6%	4.5%	0.9%	1.2%	111.6	0.7%	-2.0%	-7.3%[57.1 µM]
Cc1nn(-c2ccccc2)c2sc(C(=O)O)cc12
    -4.5%	12.0%	-16.0%	15.2%	-6.9%	23.2	-1.1%	-1.4%	-22.2%
Cc1nnc(SCC(=O)Nc2nccs2)n1C(C)C
    3.9%	-1.9%	19.9%	u	-10.2%	8.9	1.2%	u	5.3%
COc1cccc(/C=C/C(=O)OCC(=O)NC2CC2)c1OC
    21.5%	u	-2.7%	x	-5.0%	7.5	17.3%	x	-3.1%
COc1ccc(-n2cc(-c3ccc(OC(F)F)cc3)[n+]3c2CCCCC3)cc1
    -24.6%	3.6%	-27.2%	u	-2.1%	u	-12.8%	0.0%	-2.6%
O=c1cc(-c2ccccc2)oc2ccc(O)cc12
    11.7%	-1.5%	6.9%	0.0%	-11.4%	-6.1	x	5.8µM*	3.3%
C#CCOc1ccc(CNC[C@H]2O[C@@H](n3ccc(=O)[nH]c3=O)[C@H](O)[C@@H]2O)cc1
    9.2%	x	6.1%	0.0%	x	2.6	-0.6%	10.8%	-3.3%
COc1cc(OC)cc(C(=O)NC2CC3CCC(C2)N3Cc2ccco2)c1 (stereo unspecified)
    -0.9%	1.4%	-2.5%	-3.2%	2.1%	-17.5	-7.2%	-0.8%	-32.4%
c1coc(-c2nc3c([nH]2)CCc2nonc2-3)c1
    22.6%	-10.2%	17.5%	8.1%	-8.6%	-6.8	13.1%	9.2%	-8.3%
CCOC(=O)C1(Cc2ccccc2Cl)CCN(Cc2csc(C(C)=O)c2)CC1
    -13.9%	10.1%	-1.3%	0.0%	1.6%	-64.6*	-18.5%	-3.8%	-5.9%
C/C(=N/NC(=O)c1ccc(Br)s1)c1cccnc1
    -4.5%	4.7%	20.0%	-5.6%	-13.5%	-8.6	23.2%	-0.2%	-3.4%
CCCCn1cnc2cc(NCc3ccncc3)ccc21
    8.3%	6.3%	10.6%	0.6%	-1.6%	-5.9	4.3%	u	1.9%
CCNc1ccc(C(=O)OCC)cc1NC(=O)c1cccc(S(=O)(=O)N(C)c2ccccc2)c1
    14.1%	0.5%	14.2%	-4.2%	1.1%	1.5	-1.6%	0.3%	-9.5%
O=c1oc2ccccc2cc1-c1csc(NN=C2CCCC2)n1
    -2.1%	1.1%	1.8%	4.5%	-5.0%	-7.5	43.1%[activator]	-73.9%	7.1%
Cc1nc(N)nc(N/N=C/c2c(F)cccc2Cl)n1
    16.7%	-6.9%	15.1%	1.7%	-8.6%	-20.9	-5.4%	2.8%	16.4%
COCC(=O)Nc1cc(C(=O)Nc2ccccc2C)ccc1Cl
    0.0%	5.5%	0.0%	2.1%	-0.6%	12.7	30.2%	5.7%	-0.2%
CC(C)(C)NC(=O)C(c1ccccc1)N(C(=O)c1ccco1)C1CC1 (stereo unspecified)
    -11.4%	-0.2%	0.5%	25.8%	6.9%	0.0	2.8%	-25.2%	-11.1%
CCCCN(CC)C(=O)c1cccc(Cl)c1
    -2.6%	-0.9%	-0.6%	-6.2%	-2.2%	-6.7	-7.8%	-25.7%	-2.1%
COP(=O)(OC)c1nc(-c2ccc(C)cc2)oc1N1CCCCC1
    -2.8%	4.0%	-0.3%	-6.3%	0.9%	u	x	5.9%	-4.4%
CC(=O)c1ccc2c(c1)OCCOCCOc1ccc(C(C)=O)cc1OCCOCCO2
    9.3%	7.4%	-12.1%	-1.2%	-5.0%	0.0	x	-1.5%	1.0%
CCOC(=O)c1c(N)sc2c1CCN(Cc1ccccc1)C2
    x	u	x	14.6µM*!	-1.9%	x	-14.0%	-11.1%&-6.0%	x

Full records as entered above.
COCC(=O)Nc1cc(C(=O)Nc2ccccc2C)ccc1Cl across the screens: HT1080 IDH1KD tx = 0.0%; MCF10A rereplic = 5.5%; HT1080-NT tox = 0.0%; KB-3-1 tox = 2.1%; SW480 rereplic = -0.6%; IL1B secr inh = 12.7; ATXN2 expr inh = 30.2%; KB-V1 cytotox = 5.7%; WRN inhibitor = -0.2%
CCOC(=O)C1(Cc2ccccc2Cl)CCN(Cc2csc(C(C)=O)c2)CC1 across the screens: HT1080 IDH1KD tx = -13.9%; MCF10A rereplic = 10.1%; HT1080-NT tox = -1.3%; KB-3-1 tox = 0.0%; SW480 rereplic = 1.6%; IL1B secr inh = -64.6*; ATXN2 expr inh = -18.5%; KB-V1 cytotox = -3.8%; WRN inhibitor = -5.9%
